NR3A LBD binder – modulators (binders) of human NR3A ligand-binding domain; NR3A LBD differential scanning fluorimetry, Tm shift; 0% = protein alone, 100% = glycine-bound protein; Tm shift relative to glycine control, % at 25 µM; 2.5% of 340,000 active; AID 1259313;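 active means melting temperature shift of at least 10% of the positive control shift, at one fixed dose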
PfGluPho inh – PfG6PD (Plasmodium falciparum) enzyme inhibition; 0.78% of 350,000 active; inhibition, % at 20 µM; AID 504690; PfGluPho enzyme, NADPH resazurin-diaphorase fluorescence;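 active means inhibition reaching at least a set limit at 20 µM in the primary screen, cut at about 59% in these data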;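 further: 0% = DMSO wells with substrate and 100% = DMSO wells lacking glucose-6-phosphate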
ATG4B inhibitor – inhibitors of human ATG4B cysteine protease; ATG4B cleavage of LC3-PLA2, NBD-HPC fluorescence, 1 h; inhibition, % at 8.33 µM; Q9Y4P1; 0.51% of 340,000 active; AID 504462; in the data active means inhibition above about 40%
Target sequence (Q9Y4P1 whole entry, looked up): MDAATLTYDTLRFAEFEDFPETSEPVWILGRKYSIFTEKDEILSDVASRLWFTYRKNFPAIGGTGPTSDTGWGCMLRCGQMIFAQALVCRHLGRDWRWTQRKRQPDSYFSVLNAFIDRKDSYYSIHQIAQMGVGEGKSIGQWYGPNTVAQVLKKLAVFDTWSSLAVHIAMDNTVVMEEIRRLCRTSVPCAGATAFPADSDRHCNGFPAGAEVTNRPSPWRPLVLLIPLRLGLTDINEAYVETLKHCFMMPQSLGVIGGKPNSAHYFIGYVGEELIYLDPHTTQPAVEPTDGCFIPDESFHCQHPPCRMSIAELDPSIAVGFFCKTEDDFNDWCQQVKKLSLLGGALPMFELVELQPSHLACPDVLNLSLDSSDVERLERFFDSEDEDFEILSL
SENP8 inh – SENP8 (human) protease inhibition; AID 602440; inhibition, % at 20 µM; recombinant SENP8, Nedd8 substrate fluorescence; 0.64% of 360,000 active; in the data active means inhibition mostly above about 40%, no sharp cut-off; inactive means mostly below about 27%
Target sequence (Q96LD8 whole entry, looked up): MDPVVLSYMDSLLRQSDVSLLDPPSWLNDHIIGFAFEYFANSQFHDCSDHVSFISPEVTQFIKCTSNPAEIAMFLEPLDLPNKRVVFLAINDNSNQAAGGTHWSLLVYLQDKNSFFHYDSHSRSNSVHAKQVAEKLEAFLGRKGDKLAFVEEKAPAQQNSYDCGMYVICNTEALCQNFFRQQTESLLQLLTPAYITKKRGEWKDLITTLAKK
SENP6 inh – blocks the human protease SENP6; Q9GZR1; inhibition, % at 10 µM; 1.8% of 330,000 active; Recombinant SENP6 catalytic domain, aminoluciferin luminescence;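 active means inhibition above about 50% at the single tested dose, limit read from the data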;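 further: plate controls were DMSO wells with enzyme for no effect and DMSO wells lacking enzyme for full effect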
Target sequence (Q9GZR1 628-1112 limits assumed): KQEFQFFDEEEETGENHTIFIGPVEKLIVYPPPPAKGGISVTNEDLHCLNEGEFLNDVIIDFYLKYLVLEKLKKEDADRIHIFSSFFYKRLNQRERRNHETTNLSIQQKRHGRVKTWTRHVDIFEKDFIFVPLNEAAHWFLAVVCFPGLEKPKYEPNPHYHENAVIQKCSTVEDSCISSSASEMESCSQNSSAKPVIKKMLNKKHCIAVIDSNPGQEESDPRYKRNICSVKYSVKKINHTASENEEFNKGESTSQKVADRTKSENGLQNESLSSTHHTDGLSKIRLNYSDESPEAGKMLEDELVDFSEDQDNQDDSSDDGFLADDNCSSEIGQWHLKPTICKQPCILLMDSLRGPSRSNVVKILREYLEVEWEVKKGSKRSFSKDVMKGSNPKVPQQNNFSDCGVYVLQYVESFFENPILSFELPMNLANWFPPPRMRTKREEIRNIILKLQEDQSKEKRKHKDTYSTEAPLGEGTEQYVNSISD
HKDC1 inh – blocks human hexokinase HKDC1 activity; inhibition, % at 20 µM; Q2TB90; recombinant HKDC1, G6PDH/diaphorase resazurin coupled fluorescence; 0.16% of 340,000 active; AID 493160;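 active means inhibition above about 35% when tested at 20 µM, limit read from the data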;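 further: plate controls were DMSO wells with enzyme for no effect and DMSO wells lacking enzyme for full effect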
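System: Recombinant HKDC1 hexokinase | Amount: HKDC1 at 5 µg/mL | Reagent: Glucose with 1 mM ATP | Doses: Single 20 µM dose | Incubation: Reaction time 90 min, room temperature, protected from light | Signal: Coupled resazurin fluorescence, excitation 525 nm, emission 613 nm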
MPTP inh – blocks calcium-induced mitochondrial swelling; isolated mouse mitochondria, Ca2+ swelling absorbance, 30 min; inhibition, % at 10 µM; 1.4% of 360,000 active; AID 602449;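 active means inhibition of 50% or more, scaled per plate between neutral and stimulator controls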;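 further: 0% = DMSO wells given calcium and 100% = 1 mM EGTA wells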
SENP7 block – blocks the human protease SENP7; 1.5% of 330,000 active; recombinant SENP7, Z-RLRGG-aminoluciferin luminescence, 40 min; inhibition, % at 5 µM; AID 434973;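 active means inhibition above about 50% at the single test dose, limit read from the data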;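 further: plate controls were DMSO with enzyme for no effect and no enzyme buffer wells for full effect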
Active calls of the source: *; · = no result given; & = joins results of further samples. Compounds were not picked by outcome (roughly 6.9% active in at least one column).

SMILES | NR3A LBD binder | PfGluPho inh | ATG4B inhibitor | SENP8 inh | SENP6 inh | HKDC1 inh | MPTP inh | SENP7 block
CCOC(=O)C1=C(C)NC(=O)NC1c1ccc(-c2ccc(F)cc2)o1 (centres undefined) | 1 | -12 | 16 | -39 | -4 | 16 | 0.5 | -2
CCN(CC)CCNC(=O)c1ccc(NC(=O)Cc2ccccc2F)cc1 | -1 | 6 | 3 | 10 | -6 | -7 | 1.0 | 8
CSc1nc(N)c2c(C)c(C)sc2n1 | -4 | 9 | -11 | 7 | -15 | -8 | 0.6 | -3
Clc1ccc(C2Nc3cccc4cccc(c34)N2)cc1Cl | -1 | 30 | 1 | 12 | -6 | 6 | 9.2 | -17
Cc1ccc(S(=O)(=O)CC(=O)Nc2nccs2)cc1 | 9 | 9 | -8 | 0 | 4 | -7 | -1.0 | 1
C/C(=N\NC(=O)Cn1nc(C)c([N+](=O)[O-])c1C)c1ccc(Cl)s1 | 1 | 2 | -7 | 7 | -3 | 2 | 5.6 | -4
Cc1cccc2c1N(C(=O)c1ccco1)C(C)(C)c1ssc(=S)c1-2 | 2 | 17 | -13 | 32 | -12 | -1 | 2.3 | 0
Cc1ccc(CNC(=O)C2CCC(=O)N2Cc2ccc(F)cc2)cc1 (centres undefined) | 0 | -3 | 0 | 19 | -8 | 4 | 0.0 | 1
O=C(CCCOc1ccccc1)Nc1cccc(C(=O)O)c1 | 0 | -17 | -4 | -10 | 17 | 2 | 0.4 | 4
O=C(Nc1nccs1)C1CCCN1/C=C/C(=O)C(F)(F)F (centres undefined) | 2 | -13 | 6 | -10 | -11 | -6 | 0.8 | -14
Cc1cc(C(=O)CSc2ccc(Cl)cc2)cc(C)c1OC(=S)N(C)C | 0 | 8 | 10 | 14 | -8 | -4 | -4.3 | 10
Cc1csc(NC(=O)c2cccc(Cn3nc(C)c(Br)c3C)c2)n1 | -32 | 3 | 3 | -1 | 8 | -2 | -0.1 | -1
O=C(COC(=O)/C=C/c1cccc(Cl)c1)NC1CCCC1 | 3 | -14 | 5 | 4 | -2 | -2 | 0.6 | 1
COc1ccc(N=C2SC(CC(=O)Nc3ccc(OC)cc3OC)C(=O)N2C)cc1 (centres undefined) | -2 | 6 | 4 | 8 | -4 | 7 | 1.3 | -6
CCc1nc(OCc2ccco2)c2sc3nc4c(cc3c2n1)COC(C)(C)C4 | 0 | 11 | -10 | -77 | -10 | 1 | 0.8 | 0
CCCCN(CCCC)/C(N)=N/c1nc(C)cc(C)n1 | -1 | -9 | 4 | -5 | 22 | 0 | 0.5 | 2
CCC(C)c1ccccc1NC(=S)NC(=O)c1ccco1 (centres undefined) | 2 | 27 | 2 | -6 | -10 | -2 | -2.2 | 3
COc1ccc(C2(c3ccc(OC)cc3)NC(=O)N(CC(=O)NC3(C#N)CCCCC3)C2=O)cc1 | 3 | 11 | -4 | 12 | -12 | -2 | -0.3 | 9
CCOc1ccc(NC(=O)CSc2nc(C3CC3)nc3ccccc23)cc1 | -2 | -13 | -4 | 3 | -10 | -4 | -2.9 | 3
O=C1CN(C(=O)c2ccccc2[N+](=O)[O-])C(c2ccccc2)c2cc(Br)ccc2N1 (centres undefined) | 0 | 5 | -4 | 8 | -5 | 0 | 0.5 | -3
COc1ccc(Cc2c(O)nc(SCC(=O)NC34CC5CC(CC(C5)C3)C4)[nH]c2=O)cc1 | 1&-1 | -11&-16 | -10&-11 | -7&0 | -7&-5 | -4&-9 | 1.3&0.5 | 5&-5
CCc1nnc(NC(=O)COc2ccc3c(c2)OCO3)s1 | 0 | 8 | -1 | 0 | -9 | 0 | -0.1 | 2
O=C(Nc1nnc(S(=O)(=O)Cc2ccc(F)cc2)s1)c1ccccc1F | 2 | -19 | 10 | -87 | -7 | -1 | 1.7 | -8
CCOc1ccccc1NC(=O)NC1Cc2ccccc2C1 | 1 | -3 | 2 | 9 | -8 | -2 | 0.9 | -2
Cc1c(C#N)c(O)[nH]c(=O)c1N=Nc1ccc(S(N)(=O)=O)cc1 | -13 | 10 | -2 | 26 | 51* | 10 | 0.6 | -20
Cc1nc2cc(NC(=O)c3cccc(S(C)(=O)=O)c3)ccc2o1 | 0 | 5 | -2 | 7 | -6 | 3 | -0.6 | -3
COc1cccc(CN2CC(C(=O)NCCCn3cccn3)CCC2=O)c1 (centres undefined) | 1 | 9 | 2 | 6 | -2 | -4 | 0.6 | 6
O=C(C(=O)N1CCN(c2ccccc2)CC1)c1c[nH]c2ccccc12 | 2 | 6 | -5 | 23 | -6 | -4 | 1.1 | -2
O=C(CN1C(=O)C(=O)N(Cc2ccccc2)C1=O)Nc1ccc(F)c(Cl)c1 | 9 | -11 | 6 | 6 | 4 | 4 | -8.5 | 1
CN(C(=O)COC(=O)c1ccccc1SCC(=O)N1CCCC1)C1CCS(=O)(=O)C1 (centres undefined) | 0 | 8 | -1 | -24 | 5 | -3 | 0.1 | -10
CC1CCCCN1CCCNC(=O)c1nn(C)c2c1CSc1ccccc1-2 (centres undefined) | 3 | 49 | -16 | 17 | 7 | -6 | 1.1 | -4
CCn1c(SCc2ccc(OC)cc2)nnc1-c1ccncc1 | -1 | -7 | -2 | 14 | -2 | 0 | -0.2 | -4
O=C1N[C@H](Cc2ccccc2)CO1 | -2 | -15 | 3 | -4 | 15 | 0 | -1.7 | 0
Cc1sc2ncn(Cc3ccccc3F)c(=O)c2c1C | -19 | 15 | 0 | 0 | 2 | -3 | 2.8 | 2
COc1ccc(C(=O)N2CCN(C3CCC(c4ccccc4)CC3)CC2)cc1OC (centres undefined) | 1 | -19 | -3 | 13 | 1 | 12 | 2.8 | 0
CC(=O)N1CCCc2cc(S(=O)(=O)Nc3ccc4c(c3)OCO4)ccc21 | 2 | -8 | -15 | 10 | -7 | 2 | -1.2 | 2
Cc1cc(C(=O)CCC(=O)NCc2ccccc2F)c(C)s1 | 0 | -5 | 3 | -34 | -15 | 0 | -0.2 | -15
Cc1ccc(S(=O)(=O)N2CCN(C(=O)c3ccc(-n4cncn4)c([N+](=O)[O-])c3)CC2)cc1C | -1 | -1 | 8 | 11 | -5 | -2 | -1.3 | 9
Cc1ccc(-n2c(C)nn(CC#N)c2=O)cc1 | 1 | -2 | -7 | -10 | -23 | -2 | -0.9 | -8
c1ccc(CNc2ncnc3ccccc23)cc1 | -2&1 | 13&4 | 5&-1 | 2&-4 | -12&-6 | 9&-6 | 84* | 0&-6
c1ccc2cc(-c3cc4ccccn4c3)ccc2c1 | -4 | 10 | 1 | -274 | 7 | 0 | 1.3 | 1
Cc1ccc(NNC(=O)C2CCC2)cc1C | 1 | 5 | -8 | 1 | -11 | 2 | 1.7 | 0
CC(C)C[C@H](NC(=O)C1CCN(S(=O)(=O)c2ccccc2)CC1)C(=O)NCc1ccncc1 | -1 | 2 | -5 | 8 | -10 | -4 | -1.5 | -2
CCN(CC)CCN(C(=O)c1ccc(Br)s1)c1nc2cc3c(cc2s1)OCO3 | 0 | 5 | -4 | 16 | -23 | -5 | 3.6 | 3
COc1ccc(OC)c(NC(=O)c2cccnc2Sc2ccccc2)c1 | 1 | -14 | 0 | 2 | -16 | 6 | -11 | -6
COCCn1c(N)c(Sc2ccccc2)c(=O)[nH]c1=O | 0 | -2 | -7 | 14 | -4 | -3 | -1.6 | 1
CCN1CCN(c2nc(C)c3c(n2)CCCC3=O)CC1 | -3 | 10 | -3 | 12 | -19 | -9 | 0.8 | 0
O=C1COc2cc(O)ccc21 | 0 | 12 | -11 | 0 | · | 1 | -0.7 | ·
CCC1(c2ccc(F)cc2)NC(=O)N(CC(=O)Nc2ccc(N3CCCCC3)cc2)C1=O (centres undefined) | -1 | 11 | 1 | 20 | -19 | 4 | -0.6 | 6
Cc1cc2ccccc2c(=O)n1CC(=O)Nc1ccc2c(c1)OCCO2 | -1 | -17 | 1 | -92 | -3 | 0 | -3.7 | 9

Part of the list above, with the structure last.
NR3A LBD binder | PfGluPho inh | ATG4B inhibitor | SENP8 inh | SENP6 inh | HKDC1 inh | MPTP inh | SENP7 block | SMILES
1 | -14 | 0 | 2 | -16 | 6 | -11 | -6 | COc1ccc(OC)c(NC(=O)c2cccnc2Sc2ccccc2)c1
0 | -2 | -7 | 14 | -4 | -3 | -1.6 | 1 | COCCn1c(N)c(Sc2ccccc2)c(=O)[nH]c1=O
-3 | 10 | -3 | 12 | -19 | -9 | 0.8 | 0 | CCN1CCN(c2nc(C)c3c(n2)CCCC3=O)CC1
0 | 12 | -11 | 0 | · | 1 | -0.7 | · | O=C1COc2cc(O)ccc21
-1 | 11 | 1 | 20 | -19 | 4 | -0.6 | 6 | CCC1(c2ccc(F)cc2)NC(=O)N(CC(=O)Nc2ccc(N3CCCCC3)cc2)C1=O (centres undefined)

More results follow.
SMILES | NR3A LBD binder | PfGluPho inh | ATG4B inhibitor | SENP8 inh | SENP6 inh | HKDC1 inh | MPTP inh | SENP7 block
COc1ccc(-c2cnnn2-c2ccc(NC(=O)c3ccco3)cc2)cc1OC | -1 | -1 | -3 | 4 | -14 | -12 | -2.7 | -6
O=C(CCn1c(=O)oc2ccccc21)Nc1nccs1 | 1 | 4 | -8 | 6 | -7 | 2 | -0.9 | 7
N/C(=N\OC(=O)c1cccc2ccccc12)c1ccc(Br)cc1 | 26* | -16 | -6 | -67 | -21 | 8 | 6.2 | 6
Cc1onc(-c2ccccc2Cl)c1C(=O)NCc1cccnc1 | 1 | 0 | 12 | 16 | -9 | 4 | 0.7 | -11
CCOC(=O)c1ccccc1OCc1cc(/C=N/n2cnnc2)ccc1OC | -1 | 2 | 0 | 30 | 4 | 10 | -0.5 | -9
O=C(c1cccc(Oc2c(Cl)cccc2[N+](=O)[O-])c1)N1CCCCC1 | 1 | -9 | 12 | 15 | 3 | 8 | -0.1 | 5
Cn1c(=O)c(C(=O)CN2CCc3ccccc32)c(N)n(Cc2ccccc2)c1=O | 4 | 13 | 6 | -23 | 4 | -12 | 1.3 | 0
Cc1c(CCC(=O)O)c(=O)oc2cc3occ(-c4ccc(Br)cc4)c3cc12 | 0 | 15 | 8 | -191 | -38 | 25 | 1.1 | -2
COC(c1ccccc1)c1nnc(CCC(=O)N(C)CCCC2CCCC2)o1 (centres undefined) | -1 | -5 | 4 | 10 | -2 | -3 | -4.6 | -9
CCCn1c(=O)c(C(=O)Nc2cc(C)ccn2)c(O)c2ccccc21 | 2 | -8 | -3 | -129 | -6 | -8 | 2.5 | 2
O=C(NCc1cccs1)C(=O)c1cn(CC(=O)N2CCCC2)c2ccccc12 | 2 | -7 | -14 | 3 | 5 | -10 | -0.6 | 2
Cc1c(C(C)C)c(=O)n(-c2ccc(S(=O)(=O)NCc3ccccc3)cc2)n1C | 2 | -8 | -2 | 7 | 8 | -8 | 96* | -1
Cc1c(CN2CCCCC2)c(O)n(CCCO)c(=O)c1C#N | 2 | 17 | 11 | -105 | -3 | 10 | 11 | 4
CNC(=O)COC(=O)c1ccccc1NC(=O)c1ccco1 | 0 | -3 | -5 | -21 | -1 | -4 | 1.9 | -1
Cc1c(C#N)c2ccccc2n1CC(=O)O | 2 | -6 | 2 | 9 | 2 | -9 | 0.0 | 12
CCCCNC(=O)C1CCCN1C(=O)Nc1cccc(OC)c1 (centres undefined) | 2 | -15 | -4 | 10 | -1 | 6 | -0.6 | -4
CCOc1ccc(NC(=O)COC(=O)COc2cccc3c2OC(C)(C)C3)cc1 | 0 | 4 | -7 | -1 | -21 | 5 | -0.9 | 1
Cc1ccccc1OCc1nc(-c2ccc(NC(=O)c3cccs3)cc2)no1 | 20* | 5 | 0 | 8 | 13 | -4 | 8.2 | 15
COc1ccccc1N=C(C)C1=C(O)CC(c2ccccc2)CC1=O (centres undefined) | 0 | 6 | 1 | 8 | 1 | -2 | -0.3 | 4
Clc1ccc(CNc2ccccc2NCc2ccc(Cl)nc2)cn1 | 2 | -5 | -8 | -82 | 18 | 5 | 0.9 | 3
N#C/C(=C\N1CCN(Cc2ccc3c(c2)OCO3)CC1)c1nc2ccccc2s1 | -9 | 16 | -3 | -16 | -14 | -1 | 0.5 | -5

Screening data (PubChem)
